Source: PubChem
PAD4 FP inh – blocks human protein arginine deiminase 4; Q9UM07; recombinant PAD4, RCA probe fluorescence polarization; inhibition, % at 6.36 µM; 0.41% of 330,000 active; AID 485272;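 active = percent inhibition above a cutoff equal to the mean of all tested compounds plus 3 SD, cut at about 15% in these data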;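 note: 0% = PAD4 with RCA probe and DMSO and 100% = probe without PAD4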
PAFAH1B3 inh – PAFAH1B3 (human) inhibition; inhibition, % at 3.39 µM; AID 492972; recombinant PAFAH1B3, FP-rhodamine probe, fluorescence polarization; 0.28% of 340,000 active; Q15102;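 active = inhibition above the screen-wide average of all tested compounds plus 3 SD, cut at about 25% in these data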;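 note: 0% = enzyme with DMSO only and 100% = wells lacking PAFAH1B3 protein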
LYPLA2 counter – blocks human lysophospholipase 2, a PME1 counter-screen; O95372; recombinant LYPLA2, FP-Rh probe fluorescence polarization; inhibition, % at 5.9 µM; 0.38% of 320,000 active;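 active = inhibition above the screen-wide mean plus 3 SD, limit set per campaign, cut at about 26% in these data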;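 note: 0% = LYPLA2 with DMSO and 100% = wells lacking LYPLA2 enzyme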
Target sequence (O95372 whole entry, looked up): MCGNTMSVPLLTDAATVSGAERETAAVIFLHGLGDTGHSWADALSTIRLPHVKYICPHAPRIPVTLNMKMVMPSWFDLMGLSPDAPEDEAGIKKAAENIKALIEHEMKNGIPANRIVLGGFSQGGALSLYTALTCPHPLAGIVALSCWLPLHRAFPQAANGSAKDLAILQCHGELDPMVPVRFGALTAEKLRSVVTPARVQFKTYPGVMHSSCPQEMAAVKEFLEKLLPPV
ZTA DNA inh – ZTA (EBV) inhibition in EBNA-1 counter-screen | inhibition, % at 11 µM | 0.15% of 320,000 active | ZTA-DNA binding, fluorescence polarization | P03206; in the data active = inhibition above about 33%
Target sequence (P03206 whole entry, looked up): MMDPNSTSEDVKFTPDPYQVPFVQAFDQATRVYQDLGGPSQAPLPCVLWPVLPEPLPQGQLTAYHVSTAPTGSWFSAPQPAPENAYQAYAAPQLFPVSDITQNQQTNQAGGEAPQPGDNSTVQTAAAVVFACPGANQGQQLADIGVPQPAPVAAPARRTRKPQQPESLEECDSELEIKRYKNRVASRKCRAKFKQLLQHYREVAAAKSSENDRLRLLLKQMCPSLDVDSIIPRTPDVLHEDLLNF
LYPLA1 inh – counter-screen for PME1 inhibitors: inhibitors of human LYPLA1 | AID 2174 | O75608 | recombinant LYPLA1, FP-Rh probe fluorescence polarization | inhibition, % at 5.9 µM | 0.16% of 320,000 active;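 active = inhibition above the mean of all tested compounds plus 3 SD, set per campaign, cut at about 14% in these data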;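 note: inhibitors block serine hydrolase probe labeling of LYPLA1 so polarization falls; 0% = enzyme with DMSO and 100% = wells lacking LYPLA1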
EBNA-1 inh – blocks EBNA-1 binding to DNA. 0.34% of 300,000 active. AID 1950. inhibition, % at 14.8 µM. EBNA-1 DNA binding, fluorescence polarization; in the data active = inhibition above about 28%
PAFAH2 FP inh – PAFAH2 (human) inhibition; recombinant PAFAH2, FP-rhodamine activity probe, fluorescence polarization; inhibition, % at 3.39 µM; 0.99% of 340,000 active; AID 492956;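 active = inhibition above the mean over all tested compounds plus 3 SD, cut at about 30% in these data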;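 note: inhibitors block probe labeling of enzyme so polarization drops; 0% = enzyme with DMSO and 100% = wells lacking PAFAH2 protein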
PREPL inh – inhibitors of human prolyl oligopeptidase-like enzyme PREPL; Q4J6C6; recombinant PREPL, fluorescence polarization activity-based probe; inhibition, % at 5.96 µM; 0.68% of 320,000 active; in the data active = inhibition above about 43%;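 note: 0% = enzyme with DMSO and 100% = wells lacking enzyme; many of its hits are not listed in these tables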
GSTO1 counter – counter-screen for RBBP9 inhibitors: inhibitors of human GSTO1; 1.1% of 300,000 active; AID 1974; recombinant GSTO1, activity-based probe fluorescence polarization; P78417; inhibition, % at 5.96 µM;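 active = inhibition above the campaign mean inhibition plus 3 SD, cut at about 35% in these data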;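 note: 0% = GSTO1-1 with DMSO and 100% = wells lacking GSTO1-1 enzyme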
Target sequence (P78417 whole entry, looked up): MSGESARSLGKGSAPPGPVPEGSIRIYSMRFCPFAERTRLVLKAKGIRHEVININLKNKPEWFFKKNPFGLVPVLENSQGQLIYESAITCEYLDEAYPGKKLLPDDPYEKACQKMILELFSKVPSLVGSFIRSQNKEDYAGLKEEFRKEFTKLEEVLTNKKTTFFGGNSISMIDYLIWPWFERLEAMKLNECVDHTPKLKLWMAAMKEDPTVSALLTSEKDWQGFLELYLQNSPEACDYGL
Active calls of the source: *; · = no result given. A portion of the library; count on the stated rates, not on these rows.

SMILES,PAD4 FP inh,PAFAH1B3 inh,LYPLA2 counter,ZTA DNA inh,LYPLA1 inh,EBNA-1 inh,PAFAH2 FP inh,PREPL inh,GSTO1 counter
O=C(Nc1ccc(Cl)c([N+](=O)[O-])c1)C(Sc1ccccc1)c1ccccc1 (configuration not stated),3,-65,-62,-5,-33,-4,-54,-10,-3
CCCCN(C(=O)C(C)Oc1ccc(Br)cc1)c1c(N)n(Cc2ccccc2)c(=O)[nH]c1=O (configuration not stated),-2,0,7,1,-1,3,-5,3,0
N#Cc1ccccc1OCC(=O)N1CCc2ccccc2C1,2,6,3,11,-1,9,2,1,-2
CCC1CCCCN1C(=O)CCNC(=O)Cn1cnc2ccccc2c1=O (configuration not stated),-1,0,0,9,2,1,-5,-2,10
CS(=O)(=O)Nc1ccccc1C(=O)c1ccccc1,4,1,11,-4,-2,0,11,6,-10
Cc1cc(C)n(C(=O)c2c([N+](=O)[O-])cnn2C)n1,4,15,2,8,1,7,-1,2,2
Cc1ccc(CN2CC(C(=O)Nc3ncccc3C)CC2=O)cc1 (configuration not stated),1,-7,2,-5,1,-10,-3,-1,2
COc1ccc(NC(=O)N2CCCC2C(=O)NC23CC4CC(CC(C4)C2)C3)cc1 (configuration not stated),-6,-4,4,0,-3,-13,9,10,8
CCn1cc(C(=O)Nc2cccc(C(=O)OC)c2)c(=O)c2ccc(C)nc21,-1,6,1,-4,5,-2,0,-4,-4
COC(=O)c1sc2nc(-c3ccccc3)c3c(c2c1N)CCCC3,0,4,3,6,4,7,-2,8,-2
Cc1ccc(OCCC(=O)OCC(=O)Nc2ccccc2)cc1,-5,-6,4,-4,0,3,4,-2,-3
COc1cc(NC(=O)COc2ccc(-n3cnnn3)cc2)cc(OC)c1OC,-3,4,·,·,·,·,3,2,·
Cc1nnsc1NC(=O)OCCCl,-1,2,-6,8,-2,6,9,9,2
CN1CCN(C2CC(=O)N(Cc3ccc(N4CCCC4=O)cc3)C2=O)CC1 (configuration not stated),0,8,1,-1,-4,-4,5,0,14
COc1ccc(OC)c(C(=O)c2coc3ccc(O)cc23)c1,4,7,3,-14,-3,0,-1,1,8
O=C1CCc2cc(S(=O)(=O)N3CCC(C(=O)NC4CCCc5ccccc54)CC3)ccc2N1 (configuration not stated),3,5,1,-4,0,2,11,0,0
CC(C)(C)OC(=O)CN1c2cccc3cccc(c23)S1(=O)=O,2,-3,-3,3,1,3,1,0,1
O=C(CCCCCNC(=S)Nc1ccc(Cl)cc1)C[N+](=O)[O-],-6,8,-5,6,-4,-4,14,-1,-1
O=C(NC1CCC(O)CC1)c1ccc(Br)o1 (configuration not stated),-1,8,·,·,·,·,-8,5,·
COC(=O)C1Cc2ccccc2CN1S(=O)(=O)c1ccc(C)cc1 (configuration not stated),1,9,10,-12,5,2,-8,-8,5
O=C(O)CSCC(=O)NCc1ccccc1,0,7,-5,1,-2,13,13,-6,4
Cc1nc2n(n1)C(O)c1cc([N+](=O)[O-])ccc1S2 (configuration not stated),-1,·,15,-5,6,2,·,-5,15
O=C(CNC(=S)N(Cc1ccccc1)Cc1cccnc1)NC1CC1,1,1,6,-1,1,8,-6,22,-2
O=C(CN(C(=O)c1csnn1)c1ccccc1C(F)(F)F)NCc1ccccc1,0,-4,2,-3,-4,8,6,-3,-1
CN1CCN(Cn2cc(/C=C/C(=O)c3ccccc3)c3ccccc32)CC1,0,4,-2,-11,-1,1,1,21,-13
CCOC(=O)c1c(-c2ccc(Cl)cc2)csc1NC(=O)CNCc1ccco1,1,1,0,11,1,-5,-1,10,4
O=C(N/N=C1\CCCc2c1[nH]c1ccc(Cl)cc21)c1ccncc1,-5,4,1,-9,-3,-11,-6,45*,-1
O=C(O)c1cccc(Nc2nc(N3CCOCC3)nc(N3CCOCC3)n2)c1,4,2,6,-8,3,2,7,-5,0
COCCCN1C(=O)c2ccc(C(=O)N3CCN(c4ccc(OC)cc4)CC3)cc2C1=O,1,3,12,-8,-1,6,-5,7,-1
CN1CCN(C(=O)c2ccccc2NC(=O)c2cccc(Cl)c2)CC1,-2,-3,-10,3,-2,-5,-3,-3,-3
O=C(NCC(c1ccco1)N1CCCC1)c1cc(=O)[nH]c2ccccc12 (configuration not stated),-4,-4,·,·,·,·,-7,12,·
COc1ccc(/C(N)=N/OC(=O)c2cccc([N+](=O)[O-])c2)cc1,-2,-2,-3,6,-6,-5,-1,0,6
O=c1cc(O)nc(SCc2ccccc2)n1-c1ccc(Cl)cc1,-6,-3,-27,5,-17,2,0,-15,1
CCN(CC)CCNC(=O)c1ccc(CS(=O)(=O)c2ccccc2C)o1,-2,7,-3,-7,-4,5,-1,-25,3
COc1ccc(Cl)cc1S(=O)(=O)N1CCC(O)(c2ccc(Cl)cc2)CC1,-4,0,-2,14,3,10,-5,-12,3
O=c1c2ccccc2nc2n1C(CSc1ccc(F)cc1)CS2 (configuration not stated),-3,2,7,13,-4,0,-4,7,0
COC(=O)c1[nH]c2ccc(C)cc2c1NC(=O)C1=COCCO1,3,2,0,-7,4,5,-6,6,5
COc1ccc(-c2cc(=O)oc3cc(OC(C)C(=O)NC4CC4)ccc23)cc1 (configuration not stated),-6,8,2,3,2,-9,0,4,-3
O=C(COC(=O)C1CC2CCCC(C1)C2=O)NNC(=O)c1ccc([N+](=O)[O-])cc1 (configuration not stated),0,8,-2,13,1,3,4,1,-7
COc1ccc(NC(=O)CCNC(=O)c2ccco2)c(OC)c1,0,0,-2,1,-2,-5,-6,-2,6

8 entries from above, with values under each structure.
Fields: PAD4 FP inh | PAFAH1B3 inh | LYPLA2 counter | ZTA DNA inh | LYPLA1 inh | EBNA-1 inh | PAFAH2 FP inh | PREPL inh | GSTO1 counter
O=c1cc(O)nc(SCc2ccccc2)n1-c1ccc(Cl)cc1
    -6 | -3 | -27 | 5 | -17 | 2 | 0 | -15 | 1
CCN(CC)CCNC(=O)c1ccc(CS(=O)(=O)c2ccccc2C)o1
    -2 | 7 | -3 | -7 | -4 | 5 | -1 | -25 | 3
COc1ccc(Cl)cc1S(=O)(=O)N1CCC(O)(c2ccc(Cl)cc2)CC1
    -4 | 0 | -2 | 14 | 3 | 10 | -5 | -12 | 3
O=c1c2ccccc2nc2n1C(CSc1ccc(F)cc1)CS2 (configuration not stated)
    -3 | 2 | 7 | 13 | -4 | 0 | -4 | 7 | 0
COC(=O)c1[nH]c2ccc(C)cc2c1NC(=O)C1=COCCO1
    3 | 2 | 0 | -7 | 4 | 5 | -6 | 6 | 5
COc1ccc(-c2cc(=O)oc3cc(OC(C)C(=O)NC4CC4)ccc23)cc1 (configuration not stated)
    -6 | 8 | 2 | 3 | 2 | -9 | 0 | 4 | -3
O=C(COC(=O)C1CC2CCCC(C1)C2=O)NNC(=O)c1ccc([N+](=O)[O-])cc1 (configuration not stated)
    0 | 8 | -2 | 13 | 1 | 3 | 4 | 1 | -7
COc1ccc(NC(=O)CCNC(=O)c2ccco2)c(OC)c1
    0 | 0 | -2 | 1 | -2 | -5 | -6 | -2 | 6

Next section:
SMILES,PAD4 FP inh,PAFAH1B3 inh,LYPLA2 counter,ZTA DNA inh,LYPLA1 inh,EBNA-1 inh,PAFAH2 FP inh,PREPL inh,GSTO1 counter
Cc1cc(=O)oc(C)c1C(=O)NCCCN1CCN(c2ccccc2F)CC1,4,1,4,-6,3,-1,-4,32,6
Cc1nn(-c2ccc(F)cc2)c2nc(N)c(C#N)c(-c3cccs3)c12,-3,-6,-17,4,-11,-13,-2,-11,2
C=CCOC(=O)/C(=C\c1cccc2ccccc12)NC(=O)c1ccccc1,-1,1,0,3,-2,-1,2,-3,-4
Clc1ccc(Nc2ccc(-n3ccnc3)nn2)cc1Cl,-6,9,-8,-14,-14,-3,5,26,-9
O=C1CCN(CCCc2ccccc2)CCN1[C@H](CO)c1ccccc1,0,3,3,-10,0,-6,-4,-9,-3
CCCCn1c(=N)n(CC(=O)c2ccco2)c2ccccc21,-1,9,-1,4,4,4,5,-6,7
COc1ccccc1NC(=O)CSc1nc(O)cc(=O)[nH]1,-1,1,-4,9,-4,12,-1,-3,9
O=C(c1cc2ccccc2o1)n1nnc2ccccc21,1,5,4,10,3,-5,9,8,-9
COC(=O)Nc1ccc(Cn2cc(C(F)(F)F)ccc2=O)cc1,-1,·,-5,6,-3,-13,·,16,-5
COc1ccccc1C(=O)NC(CCSC)C(=O)N1CCC(Cc2ccccc2)CC1 (configuration not stated),-1,1,3,-3,2,-6,-8,-7,-3
Cc1nccn1CCCNCc1c(C(=O)N2CCCCCCC2)nc2ccc(Cl)cn12,-2,9,2,12,0,-1,-3,13,-7
O=C1Cc2ccccc2C(=O)N1Cc1ccccc1,-19,13,2,-21,-1,-5,1,-1,5
CCOc1ccc2nc(SCC(=O)c3ccc(C)s3)sc2c1,-2,7,-1,15,-5,15,3,-10,0
Cc1nc2ccc(S(=O)(=O)NC(C(=O)Nc3nccs3)C(C)C)cc2s1 (configuration not stated),5,7,-5,-10,-5,-2,6,-2,4
CSC1=N/C(=C\c2ccc(Cl)cc2)C(=O)N1N(C)C,1,7,5,-7,-2,4,3,-1,-4
CN(C)/C=C/C(=O)c1ccc(C(F)(F)F)cc1F,-6,1,6,5,1,6,-4,-2,-3
